Mtb BioA inh = M. tuberculosis BioA enzyme inhibitors, primary screen, biochemical, plate reader, single point, HTS | 7,8-diaminopelargonic acid synthase BioA (Mycobacterium tuberculosis) | purified M. tuberculosis BioA enzyme | inhibition, % at 9.99 µM | 360,000 compounds, 0.096% hits | AID 602481, 2012; in the data active = inhibition above about 40%
* hit, by the source's call.

SMILES	Mtb BioA inh
O=C(NC1CCC1)[C@@H]1[C@@H](CO)[C@@H]2Cn3c(ccc(-c4ccccc4)c3=O)[C@@H]2N1CCc1ccccc1	11
CC(=O)N(C)C[C@@H]1Oc2cc(C#C[C@@H](C)O)ccc2S(=O)(=O)N([C@@H](C)CO)C[C@H]1C	0.8
CO[C@@H]1CN(C)C(=O)c2cc(NS(C)(=O)=O)ccc2OC[C@@H](C)N(C(=O)c2ccc3c(c2)OCO3)C[C@H]1C	-2.6
Cn1cnc(S(=O)(=O)N2C[C@@H](O)COC[C@H]3O[C@H](CC(=O)NC4CCCC4)CC[C@@H]32)c1	-0.2
COCC(=O)Nc1ccc2c(c1)[C@H]1C[C@@H](CC(=O)NCc3ccccc3F)O[C@H](CO)[C@H]1O2	-2.5
COc1ccc(S(=O)(=O)N(C)C[C@@H]2Oc3cc(-c4ccccc4OC)ccc3S(=O)(=O)N([C@H](C)CO)C[C@H]2C)cc1	0.6
CN(C)C(=O)C[C@@H]1C[C@@H]2c3cc(NC(=O)Nc4ccc(F)cc4)ccc3O[C@@H]2[C@H](CO)O1	0.2
COCc1cn(CC[C@@H]2CC[C@H](NC(=O)Cc3cccnc3)[C@H](CO)O2)nn1	1.6
C[C@H](CO)N1C[C@H](C)[C@@H](CN(C)Cc2ccccn2)Oc2cc(C3=CCCCC3)ccc2S1(=O)=O	2.7
C[C@@H]1CCCCO[C@H](CN(C)S(=O)(=O)c2cccs2)[C@@H](C)CN([C@@H](C)CO)C(=O)c2cc(NC(=O)C3CCCCC3)ccc2O1	-4.1
C[C@@H]1CCCCO[C@@H](CN(C)C(=O)NC2CCCCC2)[C@H](C)CN([C@@H](C)CO)C(=O)c2cc(NC(=O)C3CCCCC3)ccc2O1	-0.4
C[C@@H]1CN([C@H](C)CO)C(=O)Cc2cc(NC(=O)NC3CCCCC3)ccc2O[C@@H]1CN(C)CC1CCCCC1	-0.3
COc1ccc(NC(=O)N(C)C[C@@H]2Oc3ccc(NC(=O)C4CCCCC4)cc3C(=O)N([C@H](C)CO)C[C@@H]2C)cc1	6.0
CCC(=O)Nc1ccc2c(c1)C(=O)N(C)C[C@@H](OC)[C@H](C)CN(Cc1ccccc1OC)[C@@H](C)CO2	0.1
C[C@H](CO)N1C[C@H](C)[C@H](CN(C)S(=O)(=O)c2ccccc2F)Oc2ncc(C#Cc3cccnc3)cc2C1=O	4.0
Cn1cnc(CCNC(=O)[C@H]2[C@H](CO)[C@H]3Cn4c(cccc4=O)[C@H]3N2C(=O)Nc2ccccc2)c1	-0.5
CCCNC(=O)N(C)C[C@H]1Oc2cc(C#Cc3cccc(F)c3)ccc2S(=O)(=O)N([C@@H](C)CO)C[C@@H]1C	-0.2
C[C@H](CO)N1C[C@H](C)[C@@H](CN(C)S(=O)(=O)c2cccs2)Oc2ccc(NC(=O)C3CC3)cc2CC1=O	2.8
COc1ccc(NC(=O)Nc2cccc3c2O[C@H](CN(C)Cc2ccc(C(F)(F)F)cc2)[C@H](C)CN([C@@H](C)CO)C3=O)cc1	-0.4
COc1ccc(S(=O)(=O)N(C)C[C@H]2Oc3ccc(NC(=O)Cc4ccccc4)cc3CC(=O)N([C@H](C)CO)C[C@H]2C)cc1	-4.9
C[C@@H]1CCCCO[C@@H](CN(C)C(=O)C2CCCCC2)[C@@H](C)CN([C@H](C)CO)C(=O)c2cc(N(C)C)ccc2O1	-0.6
CC(=O)N(C)C[C@@H]1Oc2cc(C#Cc3ccccn3)ccc2S(=O)(=O)N([C@@H](C)CO)C[C@H]1C	-0.2
COc1ccc(NC(=O)N(C)C[C@@H]2Oc3ccc(NC(=O)NC4CCCCC4)cc3C(=O)N([C@H](C)CO)C[C@@H]2C)cc1	0.3
COc1ccc(NC(=O)Nc2ccc3c(c2)C(=O)N([C@H](C)CO)C[C@@H](C)[C@@H](CN(C)Cc2ccc(C(=O)O)cc2)OCCCC[C@H](C)O3)cc1	3.0
COc1cccc(-c2cn(CC[C@@H]3CC[C@@H](NS(=O)(=O)Cc4ccccc4)[C@@H](CO)O3)nn2)c1	5.6

The list continues.
SMILES	Mtb BioA inh
COc1ccc(NC(=O)Nc2ccc3c(c2)CC(=O)N([C@H](C)CO)C[C@H](C)[C@@H](CN(C)Cc2ccc4c(c2)OCO4)O3)cc1	1.5
Cc1ccc(S(=O)(=O)N(C)C[C@H]2OCCCC[C@@H](C)Oc3ccc(NC(=O)NC4CCCCC4)cc3C(=O)N([C@@H](C)CO)C[C@@H]2C)cc1	-1.8
COc1ccc(NC(=O)N2C[C@@H](O)COC[C@@H]3O[C@H](CC(=O)NCc4ccccc4OC)CC[C@H]32)cc1	2.3
O=C([C@@H]1[C@@H](CO)[C@@H]2Cn3c(cccc3=O)[C@@H]2N1Cc1cc(F)ccc1F)N1CCOCC1	0.7
C[C@H](CO)N1C[C@H](C)[C@H](CN(C)S(=O)(=O)c2ccc(F)cc2)OCCCC[C@H](C)Oc2ccc(NS(=O)(=O)c3ccc(F)cc3)cc2C1=O	0.4
COCC(=O)N1C[C@@H](C)[C@@H](OC)CN(C)C(=O)c2cc(NC(=O)c3ccc(OC)cc3)ccc2OC[C@@H]1C	0.3
COCC#Cc1ccc2c(c1)O[C@@H](CN(C)S(=O)(=O)c1ccc(F)cc1)[C@H](C)CN([C@@H](C)CO)S2(=O)=O	-2.2
CO[C@@H]1CN(C)C(=O)c2cc(NS(=O)(=O)CC(F)(F)F)ccc2OC[C@H](C)N(C(=O)c2ccc3c(c2)OCO3)C[C@@H]1C	-1.5
C[C@H]1CN([C@@H](C)CO)C(=O)Cc2cc(NS(=O)(=O)c3cccs3)ccc2O[C@H]1CN(C)S(C)(=O)=O	-3.7
Cc1noc(C)c1S(=O)(=O)Nc1ccc2c(c1)C(=O)N([C@H](C)CO)C[C@H](C)[C@@H](CN(C)C(=O)CCC(F)(F)F)OCCCC[C@H](C)O2	-1.4
COc1ccc(NC(=O)N(C)C[C@H]2Oc3ccc(NC(=O)C4CCCCC4)cc3CC(=O)N([C@@H](C)CO)C[C@H]2C)cc1	-1.8
C[C@H](CO)N1C[C@H](C)[C@H](CN(C)S(=O)(=O)c2cccs2)Oc2c(NC(=O)c3cnccn3)cccc2C1=O	2.2
COC(=O)C[C@H]1CC[C@H]2[C@H](COc3ccc(NC(=O)Nc4ccc(C)cc4)cc3C(=O)N2C)O1	2.2
CCCNC(=O)Nc1ccc2c(c1)C(=O)N(C)C[C@H](OC)[C@H](C)CN(CCC)[C@H](C)CO2	-2.0
CO[C@H]1CN(C)C(=O)c2cc(NC(=O)C3CCOCC3)ccc2OC[C@@H](C)N(Cc2nccs2)C[C@H]1C	-1.2
COc1ccc(S(=O)(=O)N(C)C[C@@H]2Oc3ccc(NC(=O)Nc4ccc5c(c4)OCO5)cc3CC(=O)N([C@@H](C)CO)C[C@H]2C)cc1	-0.3
C[C@@H](O)C#Cc1cnc2c(c1)C(=O)N([C@@H](C)CO)C[C@H](C)[C@@H](CN(C)C(=O)c1ccc(F)cc1)O2	-3.1
O=C(C[C@H]1CC[C@H]2[C@@H](COC[C@@H](O)CN2C(=O)Nc2ccc(Cl)cc2)O1)NCC1CCCCC1	-1.9
N#C[C@H]1[C@H](c2ccc(C3=CCCC3)cc2)[C@H](CO)N1C(=O)C1CC1	0.8
O=C(C[C@@H]1CC[C@H](NC(=O)c2cccc(F)c2)[C@@H](CO)O1)NCCN1CCCC1	-1.7
Cc1noc(C)c1S(=O)(=O)Nc1ccc2c(c1)CC(=O)N([C@H](C)CO)C[C@H](C)[C@@H](CN(C)Cc1ccc(Oc3ccccc3)cc1)O2	-1.3
COc1ccc(S(=O)(=O)N(C)C[C@@H]2Oc3c(NS(=O)(=O)c4ccccc4)cccc3C(=O)N([C@@H](C)CO)C[C@@H]2C)cc1	-0.7
O=C(C[C@@H]1C[C@H]2c3cc(NC(=O)NC4CCCC4)ccc3O[C@H]2[C@H](CO)O1)NCc1ccccc1	0.8
CO[C@@H]1CC[C@@H]2CCOc3c(C#N)cccc3C(=O)N(C)CCCC(=O)N(C)C[C@@H]1O2	-0.8
O=C(NCC[C@H]1CC[C@@H](NC(=O)C2CCOCC2)[C@H](CO)O1)c1ccc(F)cc1	-3.5

Remaining list, next part:
SMILES	Mtb BioA inh
COC(=O)C[C@H]1C[C@H]2c3cc(NC(=O)NC4CCCCC4)ccc3O[C@H]2[C@@H](CO)O1	-2.5
Cc1noc(C)c1NC(=O)N(C)C[C@@H]1Oc2ccc(NC(=O)Nc3ccc4c(c3)OCO4)cc2CC(=O)N([C@@H](C)CO)C[C@@H]1C	-2.2
C[C@H](CO)N1C[C@H](C)[C@H](CN(C)S(=O)(=O)c2cccs2)Oc2ncccc2C1=O	0.5
C[C@H]1CN([C@@H](C)CO)C(=O)c2cccc(NC(=O)Nc3ccc(C(F)(F)F)cc3)c2O[C@@H]1CN(C)Cc1ccc(Oc2ccccc2)cc1	-3.2
O=C(C[C@@H]1C=C[C@@H](NC(=O)Nc2cc(F)ccc2F)[C@@H](CO)O1)Nc1ccccc1	-1.2
C[C@H](CO)N1C[C@H](C)[C@@H](CN(C)S(C)(=O)=O)Oc2ccc(NC(=O)Cc3cn(C)c4ccccc34)cc2CC1=O	3.0
COCC(=O)NC[C@H]1[C@@H](c2ccc(C3=CCCC3)cc2)[C@@H](CO)N1C(=O)C1CC1	1.6
CCCNC(=O)N(C)C[C@H]1Oc2cc(C3=CCCC3)ccc2S(=O)(=O)N([C@H](C)CO)C[C@@H]1C	-5.1
Cc1noc(C)c1NC(=O)NCC[C@H]1CC[C@H](NC(=O)c2ccncc2)[C@@H](CO)O1	0.8
C[C@@H]1CCCCO[C@H](CN(C)C(=O)CCCN(C)C)[C@@H](C)CN([C@@H](C)CO)C(=O)c2cc(NC(=O)CCC(F)(F)F)ccc2O1	1.0
C[C@H](CO)N1C[C@H](C)[C@@H](CN(C)C(=O)C2CCCCC2)Oc2ncc(C#Cc3cccc(F)c3)cc2C1=O	1.0
CC(C)Cc1ccc(CN2CC[C@@H](NC(=O)c3ccccc3)C2)cc1	1.2
C[C@H]1CN([C@@H](C)CO)S(=O)(=O)c2ccc(-c3ccccc3F)cc2O[C@@H]1CN(C)C	2.2
C[C@H](CO)N1C[C@H](C)[C@H](CN(C)Cc2ccncc2)Oc2ncc(C#CCC3CCCC3)cc2C1=O	-0.3
C[C@@H]1CCCCO[C@H](CN(C)C(=O)c2ccncc2)[C@H](C)CN([C@@H](C)CO)C(=O)c2cc(NC(=O)NC3CCCCC3)ccc2O1	1.3
CC1C=NC(S(=O)(=O)N2CC[C@H]3[C@@H](CO)N(C)c4ccc(-c5ccc(F)cc5)cc4[C@H]32)=N1 (some centres undefined)	-0.6
O=C(C[C@H]1C[C@@H]2c3cc(NC(=O)NC4CCCC4)ccc3O[C@@H]2[C@@H](CO)O1)NCc1ccccc1F	-0.3
Cc1ccccc1-c1ccc2c(c1)O[C@H](CN(C)C)[C@H](C)CN([C@H](C)CO)S2(=O)=O	0.1
CCCC(=O)Nc1ccc2c(c1)OC[C@@H](C)N(Cc1ccccn1)C[C@@H](C)[C@H](OC)CN(C)C2=O	-1.5
COc1ccc(S(=O)(=O)Nc2cccc3c2O[C@@H](CN(C)S(=O)(=O)c2c(C)noc2C)[C@H](C)CN([C@H](C)CO)C3=O)cc1	-3.4
COc1ccc(CN2[C@H](CO)[C@@H]3c4ccccc4N(C(=O)Nc4ccc(F)cc4)C[C@@H]32)cc1	-2.5
Cc1noc(C)c1S(=O)(=O)Nc1ccc2c(c1)C(=O)N([C@H](C)CO)C[C@H](C)[C@H](CN(C)S(=O)(=O)c1cn(C)cn1)O2	3.3
C[C@@H]1CCCCO[C@@H](CN(C)Cc2ccc(C(F)(F)F)cc2)[C@H](C)CN([C@H](C)CO)C(=O)c2cc(NS(=O)(=O)c3ccc(F)cc3)ccc2O1	-3.6
C[C@H](O)C#Cc1cnc2c(c1)C(=O)N([C@H](C)CO)C[C@@H](C)[C@@H](CN(C)C(=O)c1ccccc1F)O2	0.8
CCCNC(=O)N(C)C[C@@H]1Oc2ncc(-c3ccccc3)cc2C(=O)N([C@H](C)CO)C[C@H]1C	-3.5
C[C@@H]1CN([C@H](C)CO)C(=O)c2cccc(NC(=O)Nc3cccc4ccccc34)c2O[C@@H]1CN(C)C(=O)NC1CCCCC1	0.0
C[C@@H]1CN([C@H](C)CO)C(=O)c2cc(NC(=O)CCC(F)(F)F)ccc2O[C@H]1CN(C)S(=O)(=O)c1cn(C)cn1	-1.7
CN(C)CC(=O)N1CCCCN2[C@H](CO)[C@@H](c3ccc(-c4cncnc4)cc3)[C@H]2C1	2.3
COc1ccc(-c2ccc([C@H]3[C@H](C#N)N(C(=O)C4CCCC4)[C@H]3CO)cc2)cc1	-0.8

Screening data as filed in PubChem BioAssay.

Not all compounds are listed (hit frequency here may not be typical).
